# From PubChem
# RBBP9 inhibitor: blocks human serine hydrolase RBBP9. inhibition, % at 7.94 µM. 220,000 tested, 0.2% active. recombinant RBBP9, FP-Rh probe fluorescence polarization. O75884;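 active = inhibition above the campaign mean of all tested compounds plus 3 SD, cut at about 14% in these data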;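 also: plate controls were DMSO wells with RBBP9 for no effect and wells lacking RBBP9 protein for full effect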
#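 Controls: DMSO-treated enzyme wells and wells lacking RBBP9 | Material: RBBP9 protein | Technique: Fluorescence polarization | Replication: Single well per compound, no replicates | Buffer or medium: Tris-NaCl-Pluronic buffer, pH 8.0 | Timing: 30 min compound preincubation, 45 min probe labeling, 25 °C | Read-out basis: Percent inhibition from mP, scaled between DMSO and no-protein wells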
# TNF death inh: TNF-alpha cell death inhibition in Jurkat FADD-/- cells; Jurkat FADD-/- TNF necroptosis rescue, ATP luminescence, 24 h; 0 = TNF only, 100 = no-TNF cells; activation (protection from cell death), % at 10 µM; 220,000 tested, 0.068% active; AID 463075;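 active = activation, meaning protection from cell death, of at least 50% relative to plate controls; inactive = activation below 50%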;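 also: necroptosis triggered by 40 ng/mL TNF-alpha added together with compound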
# L929 necroptosis: blocks zVAD induced death of L929 cells | viability rescue, % at 10 µM | 220,000 tested, 0.38% active | L929 zVAD necroptosis rescue, ATP luminescence, 24 h; with zVAD 60 µM;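 active = activation, scaled between plate controls, above about 75%, limit read from the data; inactive = activation under that limit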;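 also: 0% = zVAD with DMSO and 100% = DMSO alone without zVAD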
# EP2 modulator: modulators of human EP2 prostaglandin E2 receptor; P43116; EP2-expressing cells, cAMP HTRF FRET, PGE2 co-stimulation; induction, % at 25 µM; 260,000 tested, 0.83% active;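 active = compounds whose cAMP rise, as percent of the full-agonist control response, exceeds 60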;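 also: rat C6 glioma line stably carrying human EP2 under a CMV promoter; the protocol text gives 20 µM as final concentration; 100% = response of wells given 1 µM PGE2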
# Target sequence (P43116 whole entry, looked up): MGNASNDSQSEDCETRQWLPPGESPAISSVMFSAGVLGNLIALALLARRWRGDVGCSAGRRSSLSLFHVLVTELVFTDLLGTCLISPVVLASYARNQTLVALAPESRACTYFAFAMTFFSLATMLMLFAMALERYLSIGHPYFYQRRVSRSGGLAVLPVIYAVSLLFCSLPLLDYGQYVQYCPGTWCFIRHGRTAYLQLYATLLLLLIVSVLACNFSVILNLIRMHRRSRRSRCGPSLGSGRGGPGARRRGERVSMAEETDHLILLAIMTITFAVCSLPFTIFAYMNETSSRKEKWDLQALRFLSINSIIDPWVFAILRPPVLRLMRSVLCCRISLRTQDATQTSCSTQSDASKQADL
# PERK inh: blocks human PERK kinase | CHO PERK-DD fusion, SEAP luminescence translation reporter | 220,000 tested, 0.17% active | inhibition, % at 5.6 µM;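 active = inhibition above the mean inhibition of all tested compounds plus 3 SD, set separately per screening campaign, cut at about 2.9% in these data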;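 also: PERK kinase domain activated by AP20187 dimerizer at 100 nM; 0% = DMSO with dimerizer and 100% = rapamycin at 8.4 µM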
# Runt-SMMHC FRET: Runt domain-CBFb-SMMHC interaction inhibition | Q01196+Q13951 | Cerulean-Runt/Venus-CBFb-SMMHC FRET ratio 530/480, 1 h | inhibition, % at 20 µM | 220,000 tested, 0.74% active;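 active = mean inhibition across duplicate retests at 20 µM reaching about 50%, limit read from the data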;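 also: 0% = DMSO wells and 100% = wells with excess untagged CBFb-SMMHC; inhibitors lower the FRET ratio by blocking Runt binding to CBFb-SMMHC; some results filed as inactive read as strong as hits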
# Target sequence (Q01196 whole entry, looked up, the tested form may be a part): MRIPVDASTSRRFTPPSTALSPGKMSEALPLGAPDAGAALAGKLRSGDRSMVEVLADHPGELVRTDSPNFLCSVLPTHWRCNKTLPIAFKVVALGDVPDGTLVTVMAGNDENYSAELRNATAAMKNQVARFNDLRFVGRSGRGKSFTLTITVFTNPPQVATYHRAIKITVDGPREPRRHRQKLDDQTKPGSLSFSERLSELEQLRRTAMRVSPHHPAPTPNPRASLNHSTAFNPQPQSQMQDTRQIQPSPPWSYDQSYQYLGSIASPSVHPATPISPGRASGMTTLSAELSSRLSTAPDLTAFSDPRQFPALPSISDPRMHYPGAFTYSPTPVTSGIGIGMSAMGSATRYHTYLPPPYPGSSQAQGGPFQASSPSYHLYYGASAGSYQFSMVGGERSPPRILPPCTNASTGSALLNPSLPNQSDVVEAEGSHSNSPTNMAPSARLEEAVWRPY
# Target sequence (Q13951 whole entry, looked up, the tested form may be a part): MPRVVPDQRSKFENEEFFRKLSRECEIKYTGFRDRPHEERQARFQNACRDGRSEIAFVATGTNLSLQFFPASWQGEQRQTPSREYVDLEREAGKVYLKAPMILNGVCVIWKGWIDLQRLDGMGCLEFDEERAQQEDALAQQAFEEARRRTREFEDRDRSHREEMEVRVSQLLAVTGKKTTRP
# Hck-Nef inh: human Hck-Nef kinase inhibition | P08631 | Recombinant Hck-YEEI plus Nef, Z-Lyte FRET kinase assay | inhibition, % at 20 µM | 220,000 tested, 0.68% active | AID 463187;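 active = Hck-Nef kinase inhibition above about 50%, limit read from the data; inactive = inhibition below that limit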;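 also: 0% = DMSO with Hck plus Nef and 100% = Hck alone without Nef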
# PGE2 EP2 inh: inhibitors of human EP2 prostaglandin E2 receptor; 260,000 tested, 0.52% active; AID 1422; P43116; C6 glioma cells expressing human EP2, cAMP TR-FRET; cells stimulated with saturating PGE2; inhibition, % at 25 µM;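 active = percent inhibition above 40 after rounding to a whole number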;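 also: rat C6 glioma host cells with rolipram phosphodiesterase inhibitor present; the protocol text gives 20 µM as final concentration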
# Runt-CBFb FRET: Runt domain-CBFb interaction inhibition | Q01196+Q13951 | Cerulean-Runt/Venus-CBFb FRET ratio 530/480, 1 h | inhibition, % at 20 µM | 220,000 tested, 0.46% active | AID 1496;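 active = inhibition over about 50% at 20 µM in the single-dose screen, limit read from the data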;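 also: 0% = DMSO wells and 100% = excess unlabeled CBFb competitor control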
#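 System: Cerulean-labeled Runt domain protein | Quantity: 100 nM of each labeled protein | Schedule: 1 h compound exposure, room temperature | Detection: Fluorescence energy transfer, 422 nm excitation, 530/480 nm emission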
# * marks the source's active call; other numbers are inactive results; nt = not tested or not shown; & = joins results of further samples. Not all compounds are listed; the hit share may differ from the screen's.
molecule	RBBP9 inhibitor	TNF death inh	L929 necroptosis	EP2 modulator	PERK inh	Runt-SMMHC FRET	Hck-Nef inh	PGE2 EP2 inh	Runt-CBFb FRET
COc1cccc(/C=C(\CC(=O)O)c2nc3ccccc3s2)c1	-3	-0.4	0.9	-8	-0.8	-4	-6	7	-1
CCC(C)NC(=S)Nc1ccccc1OC (stereo unspecified)	3	-1.6	-0.6	12	0.8	2	0	3	-3
CCOC(=O)c1ccc(Nc2ncnc3ccccc23)cc1	-1	1.3	0.8	-42	-0.4	2	28	5	-1
O=C(NCCCN1CCOCC1)C1COc2ccccc2O1 (stereo unspecified)	-3	-0.1	0.5	-1	0.4	5	-1	3	2
O=C(Nc1ccc(Br)cc1)c1ccc(CSC2=NCCS2)cc1	-8	-4.5	0.4	-2	1.5	-2	1	12	1
O=C(O)c1ccc(OCc2cn3ccccc3n2)cc1	5	-0.3	0.5	16	0.5	-6	6	4	3
CCc1ccc(N=CC23c4ccccc4C(c4ccccc42)C2C(=O)N(c4ccc(OC)cc4)C(=O)C23)cc1 (stereo unspecified)	-1	-14	-0.2	5	0.1	1	-1	10	-2
CC(C)c1ccc(NC(=O)CSc2nc3c(c(=O)[nH]2)CCC3)cc1	-3	1.6	1.2	29	1.2	1	-12	8	1
O=C(N/N=C/c1ccc2c(c1)OCO2)c1cc(-c2ccccc2)nc2ccccc12	-25	1.2	0.8	-5	-0.4	-3	1	9	0
COCCCn1c(C)nc2c(c1=O)c1nc3ccccc3nc1n2CCc1ccccc1	-10	-1.1	-0.2	16	-0.2	17	2	16	9
COc1ccc(Br)cc1C1CC(=O)N2CN(C)CSC2=C1C#N (stereo unspecified)	-6	-0.3	0.3	19	-1.2	30	2	14	20
Cc1cccn2cc(CCNS(=O)(=O)c3cccs3)nc12	0	0.8	1.4	-3	0.1	2	21	1	-2
Cc1nc2ncnn2c(N2CCCC(C(=O)Nc3ccccc3Br)C2)c1C (stereo unspecified)	-4	2.6	1.8	-41	1.8	0	7	13	1
FC(F)(F)c1cccc(Cc2noc(CN(Cc3ccccn3)CC3CCCO3)n2)c1 (stereo unspecified)	0	-0.1	-0.9	-2	-1.1	-33	13	11	-2
COc1cccc(-c2nnc(NC(=O)c3cccs3)s2)c1	8	1.9	11	-62	0.4	2	21	12	-3
CCSc1nc(-c2ccccc2)nc2c1CCCC2	3	-0.9	2.9	48	-0.3	0	-9	7	1
COn1c(-c2ccccc2)nc2c1CCc1c-2no[n+]1[O-]	-7	-1.4	0.5	-17	-0.2	2	-2	10	-1
C=CCc1ccccc1OCC(=O)O	0	1.4	-0.2	29	0.3	-8	9	1	2
CCOC(=O)COn1c(=O)c[n+]([O-])c2ccccc21	-5	-0.5	-0.1	13	0.4	-4	1	6	1
CCOC(=O)C(NC(=O)c1ccccc1Cl)(Nc1ccc(C(F)(F)F)cc1)C(F)(F)F (stereo unspecified)	-5	1.5	1.2	0	-0.1	-3	-1	1	-2
CN(C(=O)C12CC3CC(CC(C3)C1)C2)C1(C)CCS(=O)(=O)C1 (stereo unspecified)	-11	-1.9	0.7	7	0.2	2	2	5	-1
CN(C)S(=O)(=O)c1ccc(/C(O)=C2/C(=O)C(=O)N(Cc3cccnc3)C2c2ccncc2)cc1 (stereo unspecified)	-3	-0.7	0.3	6	-0.1	-3	-1	7	-1
CCOC(=O)CN(C(=O)CSc1nnc(CNc2ccc(C)cc2C)n1CC)c1ccccc1	2	-6.0	-0.3	15	-0.3	-11	0	nt	-5
COc1ccc(S(=O)(=O)NCc2ccc(C(=O)N(C)Cc3ccco3)cc2)cc1	-13	1.8	2.5	12	-1.1	1	-18	9	0
O=C(CN1CCOCC1)N1CCCc2ccccc21	-4	0.2	2.0	0&26	1.3	-1	22	7&3	1
Nc1nnn(CC(=O)N/N=C/c2cn[nH]c2-c2ccccc2)n1	-9	0.2	0.2	-4	-0.3	0	17	4	3
Cc1ccc(SCCC(=O)NCc2ccccn2)cc1	-9	1.1	0.3	11	0.4	1	4	5	0
COCCCn1c(SCC(=O)Nc2ccc(C(=O)OC)cc2)nc2ccccc2c1=O	-6	0.6	-0.1	-13&5	0.2	1	6	15&7	-2
Cc1ccc2c(c1)/C(=N/O)CCS2	2	-4.9	0.5	5	0.3	1	-4	8	0
Cn1c(C(=O)O)cc2c(=O)n3ccccc3nc21	-14	1.2	0.2	-3	0.5	78*	25	7	43
Cc1nc2ccc(NC(=O)c3ccc([N+](=O)[O-])cc3[N+](=O)[O-])cc2s1	-5	1.3	5.8	-38	-0.6	2	-4	8	1
O=C(COC(=O)Cc1n[nH]c(=O)c2ccccc12)Nc1ccc(Cl)cc1F	5	0.4	1.0	3	-0.1	-2	5	6	0
Cc1oc(-c2cccc(Cl)c2)nc1CN1CCC(C(=O)NCc2cccnc2)CC1	-5	-5.9	-0.5	3	-1.1	-4	-1	0	-2
CCCCn1c(=S)[nH]c2ccc(N3CCOCC3)cc2c1=O	-11	3.0	0.6	2	0.3	-24	16	7	-3
Nc1nnc(SCC(=O)OCc2ccc(Cl)c(Cl)c2)s1	-1	3.6	2.5	-8	1.2	-1	2	5	1
COc1cccc(C(=O)Nc2cccc(C(=O)NC3=NN(c4c(Cl)cc(Cl)cc4Cl)C(=O)C3)c2)c1	-11	-1.0	0.2	-54	1.5	-35	5	13	-19
CC(=O)c1cnn(-c2nc3c(C)cccc3s2)c1C	-7	-3.0	-0.9	26	0.6	-8	9	19	-1
Cc1nc2oc3c(=O)[nH]cnc3c2c2c1COC(C)(C)C2	-3	3.9	-0.4	-18	-0.1	3	6	9	0
CC(=O)NCCn1c(SCc2ccc(C)cc2C)nc2ccccc2c1=O	-6	-3.0	-0.5	45	-1.6	-2	0	8	-5
Cc1nnc(SCc2ccccc2)n1N	3	2.3	0.4	34	1.4	-6	-1	nt	2
Cc1ccc(F)cc1NC(=O)N1CCCN(c2ccc(C(F)(F)F)cn2)CC1	-7	0.9	1.9	-4	-0.8	-5	5	5	1
COc1ccc(C(=O)Nc2cccnc2)cc1OC	-6	-1.4	-0.4	-9	-0.1	-2	9	7	-2
CCN1CCN(S(=O)(=O)c2ccc(OC)c(Br)c2)CC1	-8	-0.4	-0.2	9	0.3	-6	0	7	1
Cc1cc(N)n(Cc2ccc(Cl)cc2)n1	0	11	49	7	0.9	-1	17	11	0
CC(O)(C#CCN1CCCCCC1)c1ccccc1 (stereo unspecified)	-3	0.5	1.4	-12	-0.7	3	18	6	1
COc1ccc(N2C(=O)CC(Sc3n[nH]c(-c4ccc(C)cc4)n3)C2=O)cc1 (stereo unspecified)	9	0.6	1.5	17	0.6	9	18	11	12
COCCNC(=O)c1ccccc1NC(=O)Cc1ccccc1	-2	-0.1	2.7	-4	0.1	0	1	4	2
Cc1ccc(/C=N/N2CCN(c3ccccc3)CC2)cc1	-3	0.0	1.7	5	0.9	-8	-29	6	-1
CCOC(=O)C1=C(C)NC(=NC)SC1c1ccccc1 (stereo unspecified)	-4	1.4	-0.6	21	0.2	4	21	7	1
CCOC(=O)COc1ccc(S(=O)(=O)Nc2ccc3c(c2)OCCO3)cc1	-2	0.2	-0.8	-2	-0.7	-4	5	3	1
CCc1nnc(NS(=O)(=O)c2ccc(N/C=C\C(=O)c3ccc(C)cc3)cc2)s1	-2	-3.1	0.8	-59	1.0	32	19	10	7
Nc1ccc(S(=O)(=O)N2CCCC2)cc1	-9	0.7	0.8	28	0.6	-4	4	11	1
COC(=O)c1nnn(CC(=O)Nc2cccc(Cl)c2C)c1C(=O)OC	-3	0.4	0.2	26	0.1	2	0	31	0
CCOc1ccc(NC(=O)Nc2ccc3nccnc3c2)cc1	-7	-4.2	92*	-39	0.2	0	1	17	-2
COC(=O)C(CC(C)C)NC(=O)c1cccs1 (stereo unspecified)	5	-0.2	-0.6	4	0.1	2	3	5	1
O=C(CCN1C(=O)C2C3CCC(C3)C2C1=O)Nc1ccc([N+](=O)[O-])cc1 (stereo unspecified)	-7	1.1	0.3	-8	0.8	-2	25	5	-1

# Entries above containing a furan ring, fused or not:
molecule	RBBP9 inhibitor	TNF death inh	L929 necroptosis	EP2 modulator	PERK inh	Runt-SMMHC FRET	Hck-Nef inh	PGE2 EP2 inh	Runt-CBFb FRET
COc1ccc(S(=O)(=O)NCc2ccc(C(=O)N(C)Cc3ccco3)cc2)cc1	-13	1.8	2.5	12	-1.1	1	-18	9	0
Cc1nc2oc3c(=O)[nH]cnc3c2c2c1COC(C)(C)C2	-3	3.9	-0.4	-18	-0.1	3	6	9	0

# Next section.
molecule	RBBP9 inhibitor	TNF death inh	L929 necroptosis	EP2 modulator	PERK inh	Runt-SMMHC FRET	Hck-Nef inh	PGE2 EP2 inh	Runt-CBFb FRET
COc1ccc(NC(=O)OC(C)C)cc1	-7	0.6	0.7	-8	0.5	1	0	6	-2
COc1ccc(NC(C)C(=O)Nc2ccc(C(C)(C)C)cc2)cc1Cl (stereo unspecified)	3	2.3	1.0	-46	0.3	3	-1	nt	3
CSc1nnc(CCNC(=O)OC(C)(C)C)o1	0	0.3	0.4	-4	-0.3	0	4	6	-2
Cc1noc(C)c1COc1ccc(C(=O)OC(C)C(=O)Nc2ccc(S(=O)(=O)N3CCOCC3)cc2)cc1 (stereo unspecified)	-4	0.7	0.4	4	0.1	2	1	1	-3
COc1ccc(-c2c[n+]3c(n2-c2ccccc2)SCC3)cc1OC	-8	-0.6	3.2	21	-0.4	-1	21	3	0
O=C(O)c1cc2c(cc1Br)OCCCO2	5	1.9	0.0	-9	1.3	1	7	0	1
CCCCn1nnnc1NCc1cc(Cl)c(OC)c(OC)c1	-2	-0.4	1.2	13	1.0	-98	3	5	2
COc1ccccc1NC(=S)NNC(=O)c1ccncc1	-13	0.4	2.9	15	1.2	1	21	3	2
CCOC(=O)C1CCC(CN(Cc2ccccc2)S(=O)(=O)c2ccc([N+](=O)[O-])cc2)CC1 (stereo unspecified)	-12	3.7	-0.5	35	0.1	0	6	7	-7
O=C(NC(=S)NNS(=O)(=O)c1ccc(Cl)cc1)c1cccnc1	-5	-0.5	-0.8	22	0.9	4	12	9	22
COc1cccc(C2C=C(c3cccs3)Nc3ncnn32)c1OC (stereo unspecified)	-5	-0.3	-0.3	-34	0.1	-21	0	12	11
N#CCC(=O)N/N=C/c1cn(Cc2ccc3ccccc3c2)c2ccccc12	-11	-0.6	-0.4	-37	0.7	-9	35	6	-4
CCc1cc(C(=O)c2ccc(OC)cc2)c(N)s1	-5	-3.0	-0.3	16	1.3	1	7	8	2
Cc1cc2cc(C#N)c(NCCNC(=S)NCCCN3CCOCC3)nc2cc1C	-4	3.9	1.8	-6	-0.3	88*	14	7	43
